# Screening results (PubChem)
# eLon inh: inhibitors of E. coli Lon protease; purified E. coli Lon protease, fluorescence polarization; inhibition, % at 7.94 µM; hit rate 0.42% among 360,000; AID 602123; in the data active = inhibition above about 13%, passing the limit was not always enough;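 also: 0% = enzyme with probe and DMSO and 100% = no enzyme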
# Target sequence (P0A9M0 whole entry, looked up): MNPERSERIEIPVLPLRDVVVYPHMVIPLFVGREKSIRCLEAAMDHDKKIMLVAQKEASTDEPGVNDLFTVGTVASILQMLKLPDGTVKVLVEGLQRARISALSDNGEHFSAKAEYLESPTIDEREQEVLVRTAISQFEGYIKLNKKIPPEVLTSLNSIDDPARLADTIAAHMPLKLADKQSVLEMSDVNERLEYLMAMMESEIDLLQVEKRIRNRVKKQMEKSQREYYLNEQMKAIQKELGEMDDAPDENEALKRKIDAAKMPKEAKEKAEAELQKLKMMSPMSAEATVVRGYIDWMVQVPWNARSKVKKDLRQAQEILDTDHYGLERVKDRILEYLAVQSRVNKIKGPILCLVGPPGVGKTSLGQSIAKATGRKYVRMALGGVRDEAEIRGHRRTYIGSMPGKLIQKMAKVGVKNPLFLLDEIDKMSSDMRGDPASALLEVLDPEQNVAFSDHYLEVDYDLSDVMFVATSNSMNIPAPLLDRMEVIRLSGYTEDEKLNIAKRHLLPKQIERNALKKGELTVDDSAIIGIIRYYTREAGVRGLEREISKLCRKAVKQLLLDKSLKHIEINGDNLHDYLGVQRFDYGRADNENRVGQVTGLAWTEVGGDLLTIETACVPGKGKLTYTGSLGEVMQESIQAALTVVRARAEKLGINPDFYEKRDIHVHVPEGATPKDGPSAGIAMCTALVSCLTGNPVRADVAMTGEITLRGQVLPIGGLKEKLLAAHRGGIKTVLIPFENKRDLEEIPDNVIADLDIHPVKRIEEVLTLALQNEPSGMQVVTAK
# Rin1 Abl inh: human Rin1-Abl interaction inhibition | P00519+Q13671 | TR-FRET Rin1/Abl binding, biochemical | inhibition, % at 7.35 µM | hit rate 0.4% among 360,000; in the data active = inhibition above about 5%, passing the limit was not always enough
# MsrA act: activators of bovine methionine sulfoxide reductase A; purified bovine MsrA, absorbance read-out; activation, % at 10.6 µM; hit rate 0.3% among 360,000; in the data active = activation above about 7.5%;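 also: 0% = vehicle and 100% = reference activator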
# MsrA inh: inhibitors of bovine MsrA | inhibition, % at 15.5 µM | hit rate 0.75% among 360,000 | purified bovine MsrA, absorbance read-out; in the data active = inhibition above about 4.5%;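 also: 0% = vehicle wells with enzyme and 100% = reference inhibitor wells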
# FAS TE block: inhibitors of human fatty acid synthase thioesterase domain. recombinant FAS-TE, OMFH fluorogenic substrate, fluorescence endpoint. inhibition, % at 15 µM. hit rate 0.67% among 360,000;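 active = compounds whose normalised, plate-corrected inhibition of enzyme fluorescence in the single-dose primary screen is 50% or more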;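 also: 0% = DMSO with enzyme and 100% = substrate without enzyme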
# TbMetRS inhib: Trypanosoma brucei MetRS inhibition; inhibition, % at 11.9 µM; hit rate 0.4% among 360,000; purified T. brucei MetRS, ATP depletion, Kinase-Glo luminescence;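 active = inhibition above a per-plate cutoff of the control wells' mean inhibition plus 3 SD, cut at about 5.5% in these data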;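 also: 0% = DMSO wells median and 100% = median of wells with control inhibitor compound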
#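 Material: T. brucei methionyl-tRNA synthetase, purified; reagent: substrates ATP, L-methionine and bulk Escherichia coli tRNA; dosing: 11.9 µM single point; timing: 15 min plus 2 h at 25 °C; detection: luminescence of leftover ATP; evaluation: % inhibition; control set: DMSO-only wells as low control; replicates: singlicate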
# PABP1 MLLE inh: blocks PAM2 peptide binding to the PABP1 MLLE domain; GST-MLLE / FITC-PAM2 fluorescence polarization; inhibition, % at 20 µM; hit rate 0.36% among 360,000; AID 588489; in the data active = inhibition above about 35%, passing the limit was not always enough;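 also: plate controls were DMSO wells with GST-MLLE for no effect and wells lacking GST-MLLE protein for full effect; some results filed as inactive read as strong as hits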
# Neddylation inh: cullin neddylation inhibition | hit rate 0.58% among 360,000 | P61081+Q13564 | calls only at 25 µM | AID 651699 | TR-FRET cullin neddylation, biochemical; in the data active = inhibition above about 36%
# CSN inh: CSN deneddylation inhibition; AID 651999; Purified CSN, SCF-Nedd8-OG deneddylation, fluorescence polarization; inhibition, % at 12.5 µM; Q92905; hit rate 0.38% among 360,000;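 active = pattern-corrected inhibition above about 35%, with an unprinted fluorescence ratio check between 0.5 and 1.5, limit read from the data, passing the limit was not always enough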;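 also: 0% = enzyme with substrate and 100% = substrate without enzyme; some results filed as inactive read as strong as hits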
#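 Material: purified human Csn5 enzyme expressed in HEK293T cells / Medium: Tris buffer pH 7.5, NaCl, DTT, Tween-20, trehalose, ovalbumin / Compound dosing: 12.5 µM single point / Schedule: 90 min incubation of compound, enzyme and substrate at room temperature / Signal: fluorescence polarization of the substrate / Control set: no-enzyme wells high, enzyme-with-substrate wells low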
# * marks the source's active call; other numbers are inactive results; i = inactive; . = not tested or not shown. Compounds as they come; 4% or so of the library scored in one or more.
SMILES,eLon inh,Rin1 Abl inh,MsrA act,MsrA inh,FAS TE block,TbMetRS inhib,PABP1 MLLE inh,Neddylation inh,CSN inh
Cc1ccc(C)n1NC(=O)c1ccccc1Cl,-3,-2,-3,0.6,-1,0.3,-17,i,9
Cn1c(N)c(S(=O)(=O)NCc2ccccc2)c(=O)n(C)c1=O,7,-2,-4,0.0,-12,-0.5,-3,i,0
CC1CCN(C(=O)c2[nH]cnc2C(=O)N[C@@H](C)C(=O)OCc2ccccc2)CC1,2,5,-5,-0.5,-5,-0.3,-4,i,-8
COc1cccc(CN(C)C(=O)c2csc3c2CCCC3)c1OC,4,3,-3,0.0,-3,-0.6,2,i,2
CCC1(C)Cc2c(sc3nnn(Cc4ccccc4Cl)c(=O)c23)CO1 (configuration not stated),-4,1,-2,0.2,27,-0.6,-7,i,-2
Cc1ccc(C(=O)NC(C)c2nnc(SCC(=O)NC3CCCC3)n2C)cc1 (configuration not stated),0,2,-5,1.6,-5,0.5,-87,i,-2
CN(C)CCN(Cc1ccccc1)S(=O)(=O)c1ccc(-c2ccc(=O)[nH]n2)s1,4,-5,0,-0.1,-4,-1.1,-2,i,-2
CC(C)(C)Nc1nc(Cl)nc(Nc2ccccc2)n1,-9,-2,-1,0.3,13,0.5,-9,i,-4
NC(=O)N/N=C/c1c(Sc2nnnn2-c2ccccc2)nc2ccccn2c1=O,9,-3,-4,1.3,-6,0.2,-20,.,3
Fc1cccc(CSc2ncnc3c2oc2ccccc23)c1,1,-92,-2,0.7,30,-1.1,-11,i,-8
COC(=O)c1ccc(CN2CCN(CC=C(C)C)C(CCO)C2)cc1 (configuration not stated),2,1,-1,2.1,-1,0.5,-12,i,-1
CCCCC(=O)Nc1ccc(NC(=S)NC(=O)CC)cc1OC,1,-3,-9,0.4,-4,-1.3,22,i,-5
COCc1cc(C(C)=O)ccc1OC,-3,-3,3,0.7,-4,-0.4,2,i,-5
CC(NC(=O)CN(C)S(=O)(=O)c1ccc(F)cc1)C1CC2CCC1C2 (configuration not stated),-2,-1,-2,0.7,1,0.0,-14,i,3
COc1ccccc1NC(=O)C/C(C)=N/NC(=O)c1ccccn1,-8,5,-2,-0.1,0,-0.8,7,i,4
CCOc1ccc(NC(=O)COC(=O)COc2cccc3c2OC(C)(C)C3)cc1,-1,-1,-2,1.8,-5,0.2,0,i,-2
Clc1ccc(-c2ccnc(Oc3cc(Cl)ccc3Cl)n2)cc1,-8,-2,-1,-0.2,30,-0.7,2,i,5
O=[N+]([O-])c1cc([N+](=O)[O-])c(Oc2cc(F)cc(F)c2)cc1NN1CCCCC1,0,3,0,-0.4,3,0.4,0,i,0
COc1cccc(CNC(=O)Cn2ncc3c(=O)oc4ccccc4c32)c1,-4,2,-3,-0.2,-2,0.4,-5,i,1
CCC(C)/C(C)=N/NC(=O)C1COc2ccccc2O1 (configuration not stated),-5,2,-3,-0.4,-7,-0.6,5,i,3
COc1ccc(N2CCN(S(=O)(=O)c3ccc(-n4cnnn4)c(C)c3)CC2)cc1,-14,1,-5,-1.7,0,-0.6,1,i,-3
CC(=O)Nc1cc2c3c(c1)CC(=O)N3CCC2,-18,3,-3,-0.7,-4,0.2,-4,i,-4
O=C(Nc1ccncc1)C1CCN(S(=O)(=O)c2cccs2)CC1,-3,0,-5,0.1,-3,-0.4,6,i,3
CCOP(=O)(OCC)c1nc(-c2ccc(F)cc2)oc1NCc1ccccc1,-1,3,-8,2.0,0,-1.1,9,.,-3
Cc1c(C#N)c(O)[nH]c(=O)c1N=Nc1ccc(Cl)c(C(=O)O)c1,-9,-1,-3,1.6,-3,-0.7,-20,i,1
CCOc1ccccc1NC(=O)CSc1nnc(-c2ccncc2)o1,-8,1,-4,0.5,-13,-0.4,21,i,-1
C/C(=N\NC(=O)c1ccccc1-n1cccc1)C1CC1,5,2,-13,1.5,-13,-1.6,10,i,-12
CCOC(=O)C1(CCc2ccccc2)CCN(C(=O)C2CCCO2)CC1 (configuration not stated),-4,0,-3,0.0,0,0.2,-4,i,0
CC1CN(C(=O)COC(=O)Cc2c(F)cccc2Cl)CC(C)O1 (configuration not stated),-2,1,-11,-0.5,-3,-0.2,4,i,1
COc1ccc(NS(=O)(=O)Cc2ccccc2Cl)cn1,8,-1,-1,0.6,9,-0.3,-17,i,-3
Cc1ccc(CNC(=O)C2CCN(C(=O)c3cccc(Cl)c3)CC2)cc1,2,1,-2,0.9,5,-0.1,5,i,-9
O=C(NCC(c1ccco1)N1CCc2ccccc21)c1ccccc1Cl (configuration not stated),4,0,-1,-0.6,9,-0.1,-2,i,-5
CN(C)C(=O)N1CCNCC1,7,2,-2,1.3,0,-0.2,-7,i,-7
CN(C)c1ccc(C(=O)OCC(=O)NCCNC(=O)COC(=O)c2ccc(N(C)C)cc2)cc1,8,0,-5,3.4,-6,-0.2,3,i,0
CCCc1ccc(C(=O)NNC(=O)c2ccc(Br)cc2)cc1,4,-1,-2,0.5,-3,-0.1,9,i,-6
CCOC(=O)c1ccc[n+](C(C)C(=O)c2ccc(-c3ccccc3)cc2)c1 (configuration not stated),0,-7,-7,0.7,-12,-1.3,-3,i,-19

# Quoted at random: 3 entries already listed, in no set order.
SMILES,eLon inh,Rin1 Abl inh,MsrA act,MsrA inh,FAS TE block,TbMetRS inhib,PABP1 MLLE inh,Neddylation inh,CSN inh
COc1ccc(NS(=O)(=O)Cc2ccccc2Cl)cn1,8,-1,-1,0.6,9,-0.3,-17,i,-3
CCOC(=O)C1(CCc2ccccc2)CCN(C(=O)C2CCCO2)CC1 (configuration not stated),-4,0,-3,0.0,0,0.2,-4,i,0
Cc1c(C#N)c(O)[nH]c(=O)c1N=Nc1ccc(Cl)c(C(=O)O)c1,-9,-1,-3,1.6,-3,-0.7,-20,i,1

# An excerpt of the results above:
SMILES,eLon inh,Rin1 Abl inh,MsrA act,MsrA inh,FAS TE block,TbMetRS inhib,PABP1 MLLE inh,Neddylation inh,CSN inh
CC1CN(C(=O)COC(=O)Cc2c(F)cccc2Cl)CC(C)O1 (configuration not stated),-2,1,-11,-0.5,-3,-0.2,4,i,1
COc1ccc(NS(=O)(=O)Cc2ccccc2Cl)cn1,8,-1,-1,0.6,9,-0.3,-17,i,-3
Cc1ccc(CNC(=O)C2CCN(C(=O)c3cccc(Cl)c3)CC2)cc1,2,1,-2,0.9,5,-0.1,5,i,-9
O=C(NCC(c1ccco1)N1CCc2ccccc21)c1ccccc1Cl (configuration not stated),4,0,-1,-0.6,9,-0.1,-2,i,-5
CN(C)C(=O)N1CCNCC1,7,2,-2,1.3,0,-0.2,-7,i,-7

# More records follow:
SMILES,eLon inh,Rin1 Abl inh,MsrA act,MsrA inh,FAS TE block,TbMetRS inhib,PABP1 MLLE inh,Neddylation inh,CSN inh
CC1CCCC(NC(=O)C2COc3ccccc3O2)C1C (configuration not stated),5,4,-3,1.3,5,-0.3,9,i,-1
O=C(NCc1ccccc1)C(c1ccc(O)cc1)N(C(=O)Cn1nnc(-c2cccs2)n1)c1ccc2c(c1)OCCO2 (configuration not stated),7,2,-8,0.8,21,-0.7,2,i,1
CCOC(=O)CNC(=O)CSc1ccc(-c2nc3ccccc3[nH]2)cn1,-1,-2,-5,2.5,-2,9.1*,-19,i,-3
CSCCC(NC(=O)c1ccco1)C(=O)N1CCN(Cc2ccccc2)CC1 (configuration not stated),1,0,-1,-0.3,-4,-0.4,18,i,-9
O=C(Nc1cccnc1)c1ccc(Oc2ccccc2)cc1,1,-2,-1,-0.2,1,0.0,-9,i,3
COc1ccccc1NC(=O)Cn1cnc2sc(C(=O)NCc3ccco3)c(C)c2c1=O,-2,-1,-3,0.6,0,-1.0,7,i,0
CCOC(=O)Cc1csc(NS(=O)(=O)c2ccc3c4c(cccc24)C(=O)N3CC)n1,-2,-4,-1,1.8,9,-0.1,0,i,-2
COc1cc(C#N)c(N=C(SCC#N)N2CCOCC2)cc1OC,-12,-2,-3,-0.3,-2,-0.6,-4,i,7
C=CCS(=O)(=O)c1cccc2cccnc12,0,3,-9,-0.4,-11,-1.1,12,i,-5
Cc1ccccc1C(=O)NCC(=O)OCCOc1ccc(C(C)C)c(C)c1,-6,3,-9,-0.7,14,-0.5,-16,i,-5
C/C(=N\NC(=O)C(c1ccccc1)c1ccccc1)c1ccc(O)cc1,-11,-2,-9,1.8,-1,-1.4,-3,i,1
O=C(NC1CCCc2ccccc21)c1ccc([N+](=O)[O-])cc1 (configuration not stated),3,0,-7,0.6,20,-0.6,2,i,9
CC(=O)Nc1ccc(-c2ccnc3c2CC(C)(C(=O)Nc2ccc(F)c(Cl)c2)O3)cc1 (configuration not stated),7,-2,1,0.5,16,-0.4,17,i,1
CCOC(=O)c1c(NC(=O)Cn2cnc3scc(-c4ccc(C)cc4)c3c2=O)sc(C)c1C,-4,-1,-11,1.4,31,-1.0,7,i,2
Cc1ccccc1NS(=O)(=O)c1cc(C(=O)N2CCc3ccccc3C2)ccc1C,2,1,-1,0.2,17,0.1,0,i,-1
CN(C)S(=O)(=O)c1ccc(Cl)c(C(=O)NCCNC(=O)c2cc(S(=O)(=O)N(C)C)ccc2Cl)c1,4,2,0,0.1,0,0.4,10,i,0
CC1(C(=O)NS(=O)(=O)C2CC2)CCN(C(=O)CSc2ccccc2)C1 (configuration not stated),6,-3,-4,0.2,-11,-0.2,-5,i,-3
CC1(C(=O)OCC(=O)Nc2nnc(-c3ccccc3)o2)CC1(Cl)Cl (configuration not stated),-6,3,-2,-0.2,-5,0.0,-2,i,4
O=C(OCn1ncc(Cl)c(Cl)c1=O)c1cccc(C(F)(F)F)c1,8,2,-1,.,32,-0.2,-10,i,10
COc1ccc(-c2nc3n(n2)C(c2ccccc2)C2=C(CCCC2=O)N3)cc1OC (configuration not stated),-1,3,-11,3.3,-6,-1.1,6,i,0
Cc1onc(-c2ccccc2)c1C(=O)Nc1ccc(-c2nnc3n2CCCCC3)cc1,10,1,-3,-1.2,-7,-0.6,-26,i,2
Cc1ccc(S(=O)(=O)N[C@@H](Cc2ccccc2)C(=O)N2CCC(C(=O)N[C@@H](CC(C)C)C(=O)O)CC2)cc1,4,2,-2,-1.0,-2,-1.2,-6,i,5
COc1cccc(N/C(SC)=C(/C#N)C(=O)NCc2cccs2)c1,0,-1,-6,2.8,23,-0.7,-1,i,-6
COC(=O)c1sccc1NC(=O)CSc1ccccc1NS(=O)(=O)c1cc(Cl)ccc1Cl,-1,-1,-3,0.0,31,-0.2,3,i,7
O=C(CSc1ccc2c(c1)OCCO2)Nc1ccc2c(c1)OCO2,-4,4,-3,.,0,0.7,37,i,-5
CCC(=O)Nc1ccc(S(=O)(=O)Nc2ccccn2)cc1,-2,3,-11,-1.9,-7,-0.2,-2,i,-3
